High-throughput results from PubChem.
T cell HTS – modulates CD8 T cell binding to vesicles; calls only at 7 µM; 2C CD8+ T cell-vesicle binding, flow cytometry; hits give low values; AID 2052; 330,000 tested, 0.068% active;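 active = response, share of CD8 T cells binding vesicles, and their 90th percentile fluorescence all below set limits, cut at about 80% in these data, passing the limit was not always enough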
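Assay system: 2C TCR transgenic mouse naive CD8+ T cells, MACS-purified | Read-out: CD8+ gate FL2 mean fluorescence as % of same-row positive control | Signal: High-throughput flow cytometry with anti-B7-1 and anti-CD8 staining | Timing: Binding step 1.5 h, 37 °C, antibody labelling 20 min, ice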
Rac1 GTP hydrolysis – MgcRacGAP GTPase-activating activity inhibitors, confirmation, biochemical, ADP Hunter fluorescence; inhibition, % at 30 µM; hits with a dose series show IC50 in µM; 340,000 tested, 0.6% active; MgcRacGAP-stimulated Rac1 GTP hydrolysis, ADP Hunter fluorescence; higher % means a stronger effect; GST-tagged Rac1 F28L mutant substrate;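 active = first-screen hits whose inhibition reached a set limit at any dose in the follow-up dose series; inconclusive = inhibition above the set first-screen limit but never retested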;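 also: fluorescence reports GDP produced by GAP-driven GTP hydrolysis; strong numbers were not always called active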
PhoP inhibition – PhoP-dependent GFP reporter repression – Salmonella Typhimurium, primary screen (AID 1863) | S. Typhimurium PhoP-regulated promoter GFP reporter, 4 h; higher % means a stronger effect | one-dose inhibition, % at 50 µM; IC50 in µM for titrated hits | 300,000 tested, 0.16% active;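 active = inhibition over 29.93%, a cutoff 3 SD above the screen mean, later confirmed by dose response; inconclusive = inhibition over 29.93% but no dose response follow-up; inactive = inhibition at most 29.93% or unconfirmed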;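 also: 0% = low Mg2+ inducing control and 100% = high Mg2+ repressing control; strong numbers were not always called active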
SV40 large T antigen – SV40 large T antigen inhibitors, biochemical (AID 1903); SV40 large T antigen ATPase/helicase inhibition assay; higher % means a stronger effect; inhibition, % at 20 µM, or IC50 in µM where a hit was titrated; 310,000 tested, 0.39% active; in the data active = a potency from the dose series; inconclusive = inhibition mostly from about 32% at the one dose, without a potency; inactive = the rest, 99 in 100 with inhibition below about 32%; also: strong numbers were not always called active
RSV CPE inhibition – RSV antiviral activity via CPE protection, HEp-2 cells, primary 10 µM value included (AID 2391) | CPE inhibition, % at 10 µM; hits with a dose series show IC50 in µM | HEp-2 cells, RSV-induced CPE inhibition; higher % means a stronger effect | 310,000 tested, 0.13% active; in the data active = a potency from the dose series; inconclusive = CPE inhibition mostly from about 23% at the one dose, without a potency; inactive = the rest, 99 in 100 with CPE inhibition below about 21%; also: strong numbers were not always called active
Myeloid diff 2 – promotes myeloid progenitor differentiation; ER-HoxA9 myeloid progenitors, lysozyme-GFP differentiation, flow cytometry; calls only at 10 µM; 360,000 tested, 1% active; AID 624256;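 active = normalized GFP-positive differentiation at or above the plate's own cutoff, the solvent-only control mean plus 3 SD; inconclusive = no clear call, values can overlap the other calls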;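 also: cells exposed to compound for four days before flow analysis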
West Nile virus CPE – inhibition of WNV-induced cytopathic effect – cell-based, CPE readout (AID 1621); West Nile virus-infected cells, CPE inhibition; higher % means a stronger effect; one-dose CPE inhibition, % at 10 µM; IC50 in µM for titrated hits; 290,000 tested, 0.02% active; in the data active = a potency from the dose series; inconclusive = CPE inhibition mostly from about 3.7% at the one dose, without a potency; inactive = the rest, 99 in 100 with CPE inhibition below about 2.2%; also: strong numbers were not always called active
WT yeast gro inh – growth inhibition of WT yeast, mitochondrial fusion screen; mitochondrial fusion phenotypic screen, WT strain; inhibition, % at 10 µM; 190,000 tested, 2.1% active; AID 1362; in the data active = inhibition above about 58%; tested in S. cerevisiae
b-catenin transl – alters nuclear translocation of beta-catenin in HeLa cells; AID 1665; immunofluorescence imaging; nuclear translocation activity, % at 5 µM; 190,000 tested, 0.3% active;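 active = nuclear translocation activity above 50% at 5 µM, with a well cell count of 50 or more; inconclusive = wells under 50 cells across six images, flagged as toxic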;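 also: per-cell ratio of nuclear to cytoplasmic median beta-catenin stain intensity; plate controls were DMSO negative control for no effect and GSK-3 inhibitor IX positive control for full effect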
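assay system = human HeLa cells, endogenous beta-catenin | times = compound treatment 24 h, 37°C, 5% CO2 | detection = Anti-beta-catenin immunofluorescence on PFA-fixed, Triton-permeabilized cells, DAPI nuclei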
WT yeast gro inh mutant strain – second read-out of WT yeast gro inh, no call of its own (marks repeat the call); inhibition, %; mitochondrial fusion phenotypic screen, mutant strain inhibition
b-catenin transl cell count 5 µM – recorded beside b-catenin transl, whose call it bears; cell count; measured here: cell count, cytotoxicity flag
T cell HTS vesicle-bound % – second read-out of T cell HTS, no call of its own (marks repeat the call); double positive events, %; measured here: CD8+ vesicle-bound cell fraction;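 binding gate set so that unloaded-vesicle control wells show 10% double positive cells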
Myeloid diff 2 GFP+ MAC1+ % – also measured in Myeloid diff 2; calls as there; GFP+ MAC1+ double positive, %; measured here: differentiation confirmed by MAC1 staining
Numbers without * were called inactive; i = inactive; ? = inconclusive; . = not tested or not shown; + = active, no number.

SMILES	T cell HTS	T cell HTS vesicle-bound %	Rac1 GTP hydrolysis	PhoP inhibition	SV40 large T antigen	RSV CPE inhibition	Myeloid diff 2	Myeloid diff 2 GFP+ MAC1+ %	West Nile virus CPE	WT yeast gro inh	WT yeast gro inh mutant strain	b-catenin transl	b-catenin transl cell count 5 µM
O=C(Nc1ccccn1)NC1CCS(=O)(=O)C1 (stereo unspecified)	i	48.9	7.0%	2.2%	0.7%	1.7%	i	0.4	-0.1%	6.1	1.9	0.6	1139
CCCCN(Cc1nc2ccccc2c(=O)[nH]1)C(=O)CN1C(=O)NC2(CCCCC2)C1=O	i	20.4	4.8%	.	.	-0.1%	i	2.0	.	.	.	.	.
Cn1cccc1/C=N/NC(N)=S	i	27.9	2.2%	-8.6%	12.4%	9.9%	i	0.1	0.4%	8.5	18.9	-5.0	1083
CCC(C)NCC(=O)Nc1cc(S(=O)(=O)N(CC)c2ccccc2)ccc1Cl (stereo unspecified)	i	42.4	3.6%	-4.0%	3.6%	10.6%	i	0.8	-0.6%	3.4	-9.2	-0.2	917
CCOc1ccc(NC(=O)N[C@@H](CCSC)C(=O)OC)cc1	i	41.8	-5.0%	-8.3%	0.5%	0.7%	i	1.5	0.8%	-22.1	-24.4	-0.1	1132
CCCOC(=O)Nc1cc(OC)c(Cl)cc1OC	i	53.5	7.9%	4.8%	15.3%	0.5%	i	0.2	.	43.5	-3.7	4.2	1184
Cc1cccc(/C=N/NC(=O)NC2CCCCC2)c1	i	11.4	-1.1%	6.0%	-0.6%	0.9%	i	0.3	-1.1%	21.2	15.8	0.5	475
O=[N+]([O-])c1ccc(-c2csc(NN=C3CCCC3)n2)cc1	i	29.9	7.7%	-1.2%	10.1%	-1.5%	i	0.1	-1.1%	9.5	5.1	-3.5	974
COc1ccc2nc(SCc3cccnc3)c(C#N)cc2c1	i	30.8	14.6%	11.3%	-7.3%	-0.1%	.	.	-0.4%	7.5	-20.8	13.2	1308
COC(=O)c1cc(COC(=O)c2ccc(OC)c(S(=O)(=O)N3CCCC3)c2)oc1C	.	.	10.2%	3.8%	-4.6%	.	i	1.3	0.8%	9.8	14.2	-0.5	1118
Cc1ccc(-c2nnn(CC(=O)N(c3ccc(F)cc3)C(C(=O)NC(C)(C)C)c3ccco3)n2)o1 (stereo unspecified)	i	35.8	4.1%	11.0%	23.7%	1.6%	i	0.5	-0.1%	5.1	9.6	-1.3	1154
CCOC(=O)c1c(C)sc2c1N(C(=O)CN(CC)CC)c1cc(Cl)ccc1S2	i	52.2	17.1%	-1.4%	-0.9%	0.8%	i	0.7	?	17.3	0.0	-16.2	1210
COc1ccc(S(=O)(=O)N2CCN(C(=O)CCC3CCCC3)CC2)cc1	i	26.7	8.0%	15.5%	1.8%	-1.1%	i	0.7	-0.1%	19.1	22.6	0.1	1035
O=C(c1cccs1)N1CCN(c2nnc(-c3ccccc3)c3ccccc23)CC1	i	31.4	1.8%	6.2%	6.0%	11.5%	i	0.2	-0.8%	5.6	10.9	-0.3	1017
Cc1cc(N2CC(C(=O)NCc3cccnc3)CC2=O)ccc1C(C)C (stereo unspecified)	i	57.3	12.8%	-5.0%	19.1%	-0.5%	i	0.4	-0.2%	.	.	-0.6	1320
CS(=O)(=O)c1ccc(NC(=O)c2cccc(-n3cnnn3)c2)cc1	i	16.8	8.2%	.	.	1.0%	i	1.3	.	.	.	.	.
CCCC(NC(=O)c1ccccc1)c1nc2ccccc2n1Cc1ccc(C(=O)OC)o1 (stereo unspecified)	i	37.6	9.7%	-10.6%	3.4%	0.4%	i	1.0	-0.3%	1.6	30.0	0.7	999
COc1ccc(/C=C2\Sc3ccc(C(=O)N4CCOCC4)cc3N(C)C2=O)cc1	i	18.0	10.2%	-1.1%	15.3%	12.7%	i	4.9	-0.4%	.	.	.	.
CSc1ccccc1C(=O)Nc1cccc(C(C)O)c1 (stereo unspecified)	i	31.6	5.3%	-1.4%	-3.5%	2.3%	i	9.3	-0.1%	-14.8	-9.4	-3.5	1142
COc1ccc(NC(=O)/C(C#N)=C\c2ccc(-c3cc(C(=O)O)ccc3C)o2)cc1	i	16.0	11.9%	-0.1%	16.0%	5.1%	i	0.2	1.0%	.	.	.	.
OCc1c[nH]c2ccccc12	i	63.8	-1.9%	10.0%	12.5%	1.6%	i	2.3	.	.	.	.	.
Cc1cccc(/C=N/NC(=O)c2cccc([N+](=O)[O-])c2)n1	i	50.1	.	4.6%	-1.1%	0.8%	i	0.2	1.5%	-3.3	-6.6	-4.2	1095
N#CC(C#N)=c1ccc2c(c1)NC1(CCCCC1)N=2	i	60.4	10.8%	40.9%	25.9%	4.7%	+	1.9*	-0.1%	43.4	42.4	-1.3	722
CN(C)CCCN1C(=O)c2cccc3cccc(c23)C1=O	i	60.5	17.5%	11.1%	5.2%	-0.3%	i	0.4	0.8%	.	.	.	.
O=C(N1CCCCCC1)N1CCN(S(=O)(=O)c2cccc([N+](=O)[O-])c2)CC1	i	6.5	0.9%	-9.0%	15.0%	0.5%	?	.	-2.0%	.	.	.	.

Grouped by structure, those above with a thiophene ring, fused or not.
SMILES	T cell HTS	T cell HTS vesicle-bound %	Rac1 GTP hydrolysis	PhoP inhibition	SV40 large T antigen	RSV CPE inhibition	Myeloid diff 2	Myeloid diff 2 GFP+ MAC1+ %	West Nile virus CPE	WT yeast gro inh	WT yeast gro inh mutant strain	b-catenin transl	b-catenin transl cell count 5 µM
CCOC(=O)c1c(C)sc2c1N(C(=O)CN(CC)CC)c1cc(Cl)ccc1S2	i	52.2	17.1%	-1.4%	-0.9%	0.8%	i	0.7	?	17.3	0.0	-16.2	1210
O=C(c1cccs1)N1CCN(c2nnc(-c3ccccc3)c3ccccc23)CC1	i	31.4	1.8%	6.2%	6.0%	11.5%	i	0.2	-0.8%	5.6	10.9	-0.3	1017

Remaining list, next part
SMILES	T cell HTS	T cell HTS vesicle-bound %	Rac1 GTP hydrolysis	PhoP inhibition	SV40 large T antigen	RSV CPE inhibition	Myeloid diff 2	Myeloid diff 2 GFP+ MAC1+ %	West Nile virus CPE	WT yeast gro inh	WT yeast gro inh mutant strain	b-catenin transl	b-catenin transl cell count 5 µM
COC(=O)C1C(=O)C(C(=O)c2ccc([N+](=O)[O-])cc2)C(=O)CC1(C)C (stereo unspecified)	i	72.0	11.9%	-2.6%	0.8%	0.7%	i	0.6	0.7%	.	.	.	.
COC(=O)/C(=C/c1cccnc1)NC(=O)c1ccccc1	i	20.7	2.7%	7.4%	32.5%	2.6%	i	0.3	-0.6%	5.2	12.7	-2.8	1221
Cc1nc2ccccc2n1CC(=O)NCc1ccccc1	i	7.3	7.2%	16.1%	-10.3%	-1.6%	i	1.5	-1.1%	-2.2	10.3	.	.
COc1cc(C(=O)Nc2ccc(S(=O)(=O)N3CCCCC3C)cc2)cc(OC)c1OC (stereo unspecified)	i	15.7	6.2%	5.0%	3.1%	8.1%	i	0.9	0.1%	4.3	0.7	-1.9	1062
COc1cccc(NC(=O)C2CC(=O)N(C)C(=Nc3cccc(F)c3)S2)c1 (stereo unspecified)	i	35.8	0.4%	9.7%	9.0%	-0.8%	i	3.9	-0.7%	-4.0	4.3	-1.4	705
C/C(=N\Nc1ccc(C(F)(F)F)cn1)c1ccc(S(=O)(=O)NCc2ccco2)cc1	i	39.1	1.2%	12.1%	-7.2%	21.3%	i	0.7	-0.6%	17.7	8.2	-1.4	985
Cc1nc(NC(=O)C2CCCCC2C(=O)O)sc1C (stereo unspecified)	i	27.3	4.5%	-2.1%	9.2%	0.8%	i	1.9	0.2%	.	.	.	.
O=C(O)c1cccc(C(=O)c2cccc3ccccc23)c1	i	57.6	-4.2%	.	3.9%	0.8%	i	0.7	.	.	.	.	.
Cc1ccc2c(c1)c1c(n2CC(O)CNC2CCCCC2)CCCC1 (stereo unspecified)	i	64.6	-17.1%	-2.5%	3.6%	-3.2%	i	6.9	-0.2%	93.1*	87.5*	1.4	1026
CC(C)CNS(=O)(=O)c1cc2c3c(c1)CCC(=O)N3CCC2	i	9.3	3.0%	-0.4%	-0.2%	1.1%	i	3.3	0.2%	.	.	.	.
Cc1ccc(CSc2nnc(-c3ccccn3)n2C)cc1	i	10.3	-2.1%	11.1%	6.1%	0.9%	i	0.8	0.4%	-4.7	-8.7	-7.9	1054
COc1ccc(S(=O)(=O)N2CCOCC2)cc1NC(=O)c1sccc1C	i	21.8	2.5%	.	.	1.4%	i	1.2	.	.	.	.	.
Cc1ccc(S(=O)(=O)NC(=O)NCc2ccccn2)cc1	i	13.2	-1.2%	7.0%	2.8%	-0.3%	i	5.1	0.0%	21.1	22.5	-3.6	960
CN(Cc1cn(C)nc1-c1ccccc1F)CC1CCCCO1 (stereo unspecified)	i	31.0	-4.4%	-1.7%	15.5%	0.7%	i	0.2	0.4%	7.1	9.7	-1.1	1046
Cc1c(Br)c([N+](=O)[O-])nn1CCCC(=O)Nc1c(C)n(C)n(-c2ccccc2)c1=O	i	16.8	8.7%	-6.3%	6.5%	1.4%	i	0.4	0.0%	3.3	10.5	2.4	1038
COc1ccc(Cl)cc1NC(=S)NNC(=O)CC(C)C	i	22.0	8.3%	-7.1%	12.6%	-0.2%	i	0.4	0.2%	6.8	6.0	-7.6	1180
Cc1ccc(C(=O)CNc2ccc(C)c(Cl)c2)cc1	i	25.0	-3.4%	-4.9%	0.8%	1.4%	i	1.1	-0.7%	7.7	-0.3	5.3	1082
CCCCn1c(SCC(=O)Nc2cc(C)on2)nnc1-c1ccco1	i	48.6	2.0%	4.9%	1.6%	2.2%	i	0.2	0.1%	-6.9	5.3	-1.1	1183
COc1ccc(-c2nc(C#N)c(NCCCN(C)C)o2)cc1OC	i	5.2	18.4%	5.0%	14.8%	-1.2%	i	5.5	0.2%	-4.4	5.0	-0.5	994
CCOc1ccc(C2/C(=C(\O)c3ccc(OC)c(OC)c3)C(=O)C(=O)N2c2cc(C)on2)cc1OC (stereo unspecified)	i	17.1	10.9%	1.3%	2.8%	2.7%	i	1.3	-0.1%	-7.2	0.4	2.0	1215
Cc1cc(C)n(-c2cccc(C(=O)O)c2)n1	i	36.4	9.9%	-12.2%	7.1%	2.1%	i	0.1	0.8%	-0.2	-4.1	-1.2	1140
